Bioassay records: PubChem BioAssay, The Scripps Research Institute Molecular Screening Center
MBD2 inh: blocks human MBD2 binding to methylated DNA | TR-FRET, MBD2 binding to methylated oligonucleotide | Q9UBB5 | inhibition, % at 4.4 µM | 370,000 compounds, 0.31% hits; in the data active = inhibition above about 13%
UHRF1 binding: blocks human UHRF1 binding to methylated DNA. Q96T88. UHRF1 binding to methylated oligo, TR-FRET. inhibition, % at 4.4 µM. 370,000 compounds, 0.75% hits; in the data active = inhibition above about 21%;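 also: UHRF1 SRA domain binding a hemimethylated CpG hairpin DNA probe; 0% = median of test compound wells and 100% = reference inhibitor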
Target sequence (Q96T88 whole entry, looked up, the tested form may be a part): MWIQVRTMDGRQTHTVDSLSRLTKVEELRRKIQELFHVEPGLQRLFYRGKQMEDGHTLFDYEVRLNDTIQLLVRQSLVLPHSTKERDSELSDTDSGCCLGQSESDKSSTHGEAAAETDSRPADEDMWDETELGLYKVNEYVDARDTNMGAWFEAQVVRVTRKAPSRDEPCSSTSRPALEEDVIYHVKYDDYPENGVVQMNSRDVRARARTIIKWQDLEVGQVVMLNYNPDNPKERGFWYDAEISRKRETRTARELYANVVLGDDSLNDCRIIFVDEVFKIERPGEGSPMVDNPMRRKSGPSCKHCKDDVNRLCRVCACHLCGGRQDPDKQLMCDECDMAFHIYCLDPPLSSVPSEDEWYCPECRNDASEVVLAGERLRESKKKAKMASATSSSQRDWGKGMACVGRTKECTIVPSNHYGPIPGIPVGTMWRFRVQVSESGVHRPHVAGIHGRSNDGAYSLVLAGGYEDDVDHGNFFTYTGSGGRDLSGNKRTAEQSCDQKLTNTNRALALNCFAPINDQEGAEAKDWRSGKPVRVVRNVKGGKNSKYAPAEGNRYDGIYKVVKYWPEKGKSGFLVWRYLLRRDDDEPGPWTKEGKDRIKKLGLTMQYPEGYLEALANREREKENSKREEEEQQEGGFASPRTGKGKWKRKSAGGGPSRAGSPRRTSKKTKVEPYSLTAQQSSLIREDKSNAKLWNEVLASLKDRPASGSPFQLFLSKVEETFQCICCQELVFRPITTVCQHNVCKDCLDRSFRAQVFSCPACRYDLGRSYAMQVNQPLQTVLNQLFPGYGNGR
ASAP1 GAP inh: inhibitors of human ASAP1 ArfGAP activity; Q9ULH1; AID 624377; ASAP1-stimulated ARF1 GTP hydrolysis, GDP FP detection; 360,000 compounds, 0.19% hits; inhibition, % at 16.5 µM; in the data active = inhibition above about 25%;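 also: 0% = vehicle with enzyme and substrate and 100% = no enzyme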
ARFGAP1 inh: rat ARFGAP1 inhibition; Q62848; Arfgap1-stimulated ARF1 GTP hydrolysis, GDP FP detection; AID 651572; 360,000 compounds, 0.26% hits; inhibition, % at 16.5 µM;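 active = inhibition above a per-plate limit, mean inhibition of low control wells plus 3 SD, cut at about 25% in these data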;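 also: 0% = DMSO wells with enzyme and 100% = wells lacking Arfgap1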
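Replicates: Single well per compound | Assay system: Truncated rat Arfgap1 GAP domain | Control set: No-Arfgap1 wells (100%) versus DMSO full-reaction wells (0%) | Times: Enzyme reaction 120 min at 25 °C after 20 min preincubation | Reagent: Human ARF1(Δ1-17)-GTP substrate | Measured by: Tracer-displacement fluorescence polarization with EDTA stop, 620/688 nm | Measure: Percent inhibition of Arfgap1-stimulated GTP hydrolysis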
PLC-beta3 inh: blocks human PLC-beta3 enzyme activity. Purified PLC-beta3, fluorogenic substrate, fluorescence. inhibition, % at 12.2 µM. 370,000 compounds, 0.18% hits. AID 720704; in the data active = inhibition above about 11%;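 also: 0% = median of compound wells on plate and 100% = full blocker control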
DDE Tn6 FP inh: disrupts Tn6 cyclic peptide binding to fibrin D-Dimer-E complex | Fibrin DD(E) TRITC-Tn6 fluorescence polarization displacement | inhibition, % at 8.3 µM | 370,000 compounds, 0.21% hits | AID 720509;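 active = inhibition above a per-campaign cutoff: mean of compounds within control limits plus 3 SD, cut at about 15% in these data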;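 also: 0% = median of all compound wells on the plate and 100% = blocking peptide control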
ADAM17 inh: ADAM17 inhibition, QFRET primary screen; 370,000 compounds, 0.83% hits; P78536; inhibition, % at 6.95 µM; AID 720648; recombinant ADAM17, EDANS/DABCYL FRET peptide cleavage;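 active = inhibition above the mean of compounds lying between control limits plus 3 SD, set per campaign, cut at about 8.5% in these data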;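 also: 0% = DMSO-only wells as the low control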
KLK7 zymogen act: proKLK7 (human) activation, primary screen; P49862; purified proKLK7, EDANS-DABCYL substrate fluorescence; 100% is mature enzyme control, 0% vehicle; 370,000 compounds, 0.9% hits; activation, % at 7 µM; AID 652039;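 active = activation above the mean of all tested compounds plus 3 SD, computed per campaign excluding outliers beyond control limits, cut at about 13% in these data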
Target sequence (P49862 whole entry, looked up): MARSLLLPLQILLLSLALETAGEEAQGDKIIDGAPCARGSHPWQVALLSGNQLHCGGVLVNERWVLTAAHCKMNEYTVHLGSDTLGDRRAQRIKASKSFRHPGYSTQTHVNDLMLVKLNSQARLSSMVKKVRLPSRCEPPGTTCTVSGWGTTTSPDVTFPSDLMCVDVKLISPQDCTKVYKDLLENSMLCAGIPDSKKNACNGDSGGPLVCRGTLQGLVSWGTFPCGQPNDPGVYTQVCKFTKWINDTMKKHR
PLC-gamma1 inh: blocks human PLC-gamma1 enzyme activity. P19174. purified PLC-gamma1, fluorogenic substrate, fluorescence. inhibition, % at 12.2 µM. 370,000 compounds, 0.84% hits. AID 720700; in the data active = inhibition above about 9.5%
DDE Tn7 FP inh: DD(E)-Tn7 binding inhibition, primary FP screen. P02675. FP displacement of FITC-Tn7 peptide from fibrin DD(E); 0% = median of compound wells per plate. inhibition, % at 8.3 µM. 370,000 compounds, 0.13% hits. AID 720508;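 active = inhibition above the mean of compounds falling within the control limits plus 3 SD of them, cut at about 14% in these data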;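 also: 0% = plate median of compound wells and 100% = 10 µM Aha-Tn7 peptide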
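Assay system: human fibrin DD(E) protein / Input: 2 µM fibrin DD(E) / Benchmarks: high control of 10 µM Aha-Tn7 peptide / Measured by: fluorescence polarization of the labelled Tn7 tracer / Medium: Tris buffer with calcium and detergent, pH 7.8 / Timing: 10 min compound pre-incubation, 3 h probe incubation at room temperature / Repeats: one replicate per compound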
An asterisk follows results filed as active; · = no result given.

SMILES	MBD2 inh	UHRF1 binding	ASAP1 GAP inh	ARFGAP1 inh	PLC-beta3 inh	DDE Tn6 FP inh	ADAM17 inh	KLK7 zymogen act	PLC-gamma1 inh	DDE Tn7 FP inh
C#CCOCCOCCOCCNc1nc(N2CCN(C(=O)C([C@@H](C)CC)n3cc(C(N)Cc4ccc(O)cc4)nn3)CC2)nc(N2CCN(C(=O)[C@H](CCC(=O)O)n3cc(C(N)CC(C)C)nn3)CC2)n1 (some centres not stated)	3	4	3	9	1	7	-5	-0.6	0	4
Cc1cc(NS(=O)(=O)c2ccc(Cl)cc2)nn1CC(=O)NCc1ccco1	3	-2	0	-1	-3	1	-2	-0.5	-2	-3
COc1ccccc1CNC(=O)COC(=O)CSc1ccc(F)cc1	-5	-3	-5	-9	-8	3	-1	-0.5	-6	2
O=C1S/C(=C/c2ccc(N3CCOCC3)o2)C(=O)N1Cc1ccc(F)cc1	8	3	12	10	1	4	3	0.8	1	-5
N#C/C(=C\C1=C(N2CCOCC2)C(=C\c2ccccc2)/CC1)C(=O)Nc1ccccc1F	4	0	-2	1	-8	3	-4	0.9	-5	-7
Cc1nn(-c2ccccc2)c(C)c1C(=O)OCC(=O)Nc1cccc(S(N)(=O)=O)c1	2	0	16	-1	-8	-3	-1	0.4	-4	3
C=CCN(C(=O)Nc1ccc2oc(C)nc2c1)c1ccccc1	-1	-4	-3	1	-41	5	-10	-3.0	-36	7
O=C(CCC1CCCN(C(=O)c2ccc3cc[nH]c3c2)C1)N1CCN(c2ccccn2)CC1 (configuration not stated)	1	0	5	-1	-8	2	-2	-0.5	-4	3
CCOc1ccccc1N1CCN(C(=O)NC2CCCCC2)CC1	0	-2	-9	12	-5	8	-3	-0.1	0	-5
C/C(=C\C(=O)c1ccc(Br)cc1)NNC(=O)c1ccccc1	4	-4	1	-16	-4	-5	0	0.0	3	8
CCc1cccc(C)c1NC(=O)COC(=O)c1c2c(nc3ccccc13)/C(=C\c1cccs1)CCC2	4	-2	0	3	-51	0	2	-0.5	-18	4
Cn1cc(SCC(=O)Nc2ccc3c(c2)OCCO3)c2ccccc21	0	0	8	-4	-2	-8	-3	0.2	-3	4
Cc1nn(Cc2ccccc2)c(N)c1-c1ccccc1	4	0	-15	3	2	-3	1	0.0	2	-3
Cc1occc1-c1nnc(SCC(=O)Nc2ccc(F)cc2)n1C	-4	-2	-8	13	4	1	2	-0.6	2	2
O=C(Nc1ccccc1-c1nnc(SCc2ccc(Cl)cc2Cl)o1)c1ccccc1	0	6	-4	10	1	-5	2	-0.2	7	-1
O=C(O)CCCCCNc1ccc2nsnc2c1[N+](=O)[O-]	-2	-11	4	-8	1	0	1	0.2	1	-3
C=CCN(C(=O)c1oc2c(Cl)cc(C)cc2c1C)C1CCS(=O)(=O)C1 (configuration not stated)	1	-3	-8	0	-6	-2	-2	0.1	0	0
CC(C)CNC(=O)C1CCN(S(=O)(=O)c2ccc3c(c2)OCCO3)CC1	-7	-1	-7	-4	-3	-1	-2	0.4	1	3
COc1cc(/C=C2\SC(=S)N(Nc3ccccc3)C2=O)ccc1O	-4	-5	-7	-15	-132	-15	4	0.5	-121	-2
CC1(C(=O)NS(=O)(=O)c2ccc3ccccc3c2)CCN1C(=O)Cc1ccc(Cl)cc1Cl (configuration not stated)	0	3	2	7	-5	3	-1	0.5	-2	-5
COC(=O)Nc1csc2c1NC(=O)CCCC2	4	2	-20	8	-5	-3	-9	-0.7	4	4
CC1(C)C(=Cc2ccccc2)C(=O)c2ccccc21	5	0	5	4	-3	-3	-2	-0.6	-2	4
CC(C)C[C@@H](CN)NC(=O)c1nc[nH]c1C(=O)N[C@@H](Cc1ccccc1)C(=O)CNC[C@H](C)NC(=O)c1nc[nH]c1C(=O)N[C@@H](CC(C)C)C(=O)O	9	21*	-1	4	-1	5	-4	0.1	2	-1
CCn1cc(CN2CCCC(CNS(=O)(=O)c3cccc4cccnc34)C2)cn1 (configuration not stated)	1	1	3	-9	-7	4	0	0.5	2	2
COc1ccccc1N(C)S(=O)(=O)c1ccc(C(=O)NCCCN2CCCC2=O)cc1	4	0	10	9	0	14	-8	0.1	1	0

As entered above.
C/C(=C\C(=O)c1ccc(Br)cc1)NNC(=O)c1ccccc1 in PLC-beta3 inh = -4
Cc1nn(-c2ccccc2)c(C)c1C(=O)OCC(=O)Nc1cccc(S(N)(=O)=O)c1 in ADAM17 inh = -1

Remaining list, next part:
SMILES	MBD2 inh	UHRF1 binding	ASAP1 GAP inh	ARFGAP1 inh	PLC-beta3 inh	DDE Tn6 FP inh	ADAM17 inh	KLK7 zymogen act	PLC-gamma1 inh	DDE Tn7 FP inh
COc1cc(OC)cc(-c2nnc(SCC(=O)N3CCCc4ccccc43)o2)c1	1	3	0	-12	1	0	-1	-1.2	-5	-1
O=C(NCCN1CCCCCC1)C1CCCN1S(=O)(=O)c1cccc2nsnc12 (configuration not stated)	-8	0	18	-1	6	3	1	-0.4	3	11
O=C1NC(=Nc2cccnc2)S/C1=C/c1ccc(F)cc1	-6	1	-3	-15	-16	2	3	1.3	4	1
COc1ccc2c(c1)OC[C@H]1[C@H]2N2C(=O)CN(CCc3c[nH]c4ccccc34)C(=O)[C@@]2(C)[C@H]1c1ccccc1	-2	0	18	-6	-2	5	7	0.0	-2	0
CCOc1ccc(OCCCCn2cnc3ccccc3c2=O)cc1	3	-1	-10	-2	3	-3	1	-0.1	4	-3
O=C(CN(CCc1ccccc1)C(=O)CNS(=O)(=O)c1ccc(F)cc1)NCC1CCCO1 (configuration not stated)	1	-5	-12	8	1	4	2	0.5	1	-8
CN(C[C@H](CC1CCCCC1)N(C[C@H](Cc1ccccc1)N(CCc1ccccc1)N=O)N=O)N=O	3	0	-4	-10	3	-5	1	0.1	-3	3
CCCCN1C(=O)C(O)(CC(=O)c2c(C)coc2C)c2ccccc21 (configuration not stated)	-1	1	12	4	-2	-7	-3	0.1	-1	-6
O=C(COC(=O)Cc1ccc(Cl)cc1)NCc1ccc(Cl)cc1	-1	1	6	1	4	-8	5	-0.6	3	-2
COc1ccc2nc(N(CCN(C)C)C(=O)c3ccc(C(=O)c4ccccc4)cc3)sc2c1	6	-1	7	11	-7	0	-4	-0.4	-2	1
O=C(CSc1nnc(-c2ccccn2)n1-c1ccccc1)Nc1ccc2cn[nH]c2c1	-3	-1	·	·	3	-3	-2	0.3	3	0
CCCN(CCC)CCNC(=O)C1CC(=O)N(c2ccc(OC)cc2)C1c1ccc(OC)cc1 (configuration not stated)	-7	0	6	-15	1	7	-1	0.2	1	4
CCOC(=O)C1=C(C)NC(C)=C(C(=O)OCC)C1C(=O)OCC(=O)N1CCc2ccccc21	-3	-3	-6	10	-41	3	-5	0.7	-29	-3
Cc1cccc(-c2nnc(SCC#N)n2Cc2ccccc2)c1	0	0	20	-2	2	9	-5	-0.2	1	2
Cc1cccc(N2CCN(S(C)(=O)=O)CC2)c1C	2	-1	11	14	7	-4	3	0.8	4	-8
CCN1C(=O)[C@H]2[C@@H](c3ccc(C)cc3)N3C(=O)N(c4cccc(Cl)c4)C(=O)[C@@]3(Cc3ccc(Cl)cc3)[C@H]2C1=O	4	-2	1	4	6	1	8	0.1	3	-1
CC(Sc1nc2ccccc2s1)C(=O)NCc1ccc2c(c1)OCO2 (configuration not stated)	-2	1	1	1	0	-4	2	0.2	1	-1
CCc1ccc(NC(=O)C2(c3ccccc3)CC2(Cl)Cl)cc1 (configuration not stated)	2	4	3	11	0	-1	6	-0.8	2	6
COC(=O)c1oc2ccc(Cl)cc2c1N	2	0	-3	0	-82	-2	-104	-1.4	-61	0
CCOc1ccc([C@@H]2CC=C(C(=O)O)[C@H](c3ccc(F)cc3)N2S(=O)(=O)c2ccc(C)cc2)cc1	5	8	10	8	-3	0	-6	0.4	0	1
CC(CCC(=O)O)C1CCC2C3CCC4C[C@H](O)CCC4(C)C3CC(=O)C12C (some centres not stated)	4	-3	-8	0	2	4	-1	0.0	6	7
COc1ccc(NS(=O)(=O)c2cccc(NC(=O)CCC(=O)c3cccs3)c2)cc1	-2	1	0	-3	5	-5	2	0.2	3	4
COc1cccc(-c2cc(C(=O)N3CCc4ccccc4C3)[nH]n2)c1	1	-1	2	-5	-5	5	-1	0.0	0	4
O=C(O)CCCN1C(=O)c2ccc(C(=O)c3cccc([N+](=O)[O-])c3)cc2C1=O	3	2	-9	-5	-3	4	-2	0.2	-1	8

Sorted by number of heavy atoms (lowest first): some entries from above.
SMILES	MBD2 inh	UHRF1 binding	ASAP1 GAP inh	ARFGAP1 inh	PLC-beta3 inh	DDE Tn6 FP inh	ADAM17 inh	KLK7 zymogen act	PLC-gamma1 inh	DDE Tn7 FP inh
CC(Sc1nc2ccccc2s1)C(=O)NCc1ccc2c(c1)OCO2 (configuration not stated)	-2	1	1	1	0	-4	2	0.2	1	-1
O=C(O)CCCN1C(=O)c2ccc(C(=O)c3cccc([N+](=O)[O-])c3)cc2C1=O	3	2	-9	-5	-3	4	-2	0.2	-1	8
O=C(CSc1nnc(-c2ccccn2)n1-c1ccccc1)Nc1ccc2cn[nH]c2c1	-3	-1	·	·	3	-3	-2	0.3	3	0

Part of the list above, with values ahead of the structure.
MBD2 inh	UHRF1 binding	ASAP1 GAP inh	ARFGAP1 inh	PLC-beta3 inh	DDE Tn6 FP inh	ADAM17 inh	KLK7 zymogen act	PLC-gamma1 inh	DDE Tn7 FP inh	structure
4	-2	1	4	6	1	8	0.1	3	-1	CCN1C(=O)[C@H]2[C@@H](c3ccc(C)cc3)N3C(=O)N(c4cccc(Cl)c4)C(=O)[C@@]3(Cc3ccc(Cl)cc3)[C@H]2C1=O
-2	1	1	1	0	-4	2	0.2	1	-1	CC(Sc1nc2ccccc2s1)C(=O)NCc1ccc2c(c1)OCO2 (configuration not stated)
2	4	3	11	0	-1	6	-0.8	2	6	CCc1ccc(NC(=O)C2(c3ccccc3)CC2(Cl)Cl)cc1 (configuration not stated)
2	0	-3	0	-82	-2	-104	-1.4	-61	0	COC(=O)c1oc2ccc(Cl)cc2c1N
5	8	10	8	-3	0	-6	0.4	0	1	CCOc1ccc([C@@H]2CC=C(C(=O)O)[C@H](c3ccc(F)cc3)N2S(=O)(=O)c2ccc(C)cc2)cc1
